MCL1 BIM primary: inhibitors of MCL1 binding to BIM-BH3, primary screen, biochemical, fluorescence polarization. Induced myeloid leukemia cell differentiation protein Mcl-1 (Homo sapiens), Q07820. GST-MCL1 / FITC-Bim-BH3 fluorescence polarization. inhibition, % at 10.9 µM. 320,000 compounds, 0.68% hits;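 active means inhibition above the mean inhibition of all tested compounds plus 3 SD, set per campaign, cut at about 40% in these data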;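 further: 0% = DMSO wells and 100% = unlabeled Bim-BH3 peptide control; higher means more loss of mP so more displacement of Bim peptide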
CR mimetic SO: reduction of superoxide in aged yeast, primary screen, HTS; S. cerevisiae aged cells, superoxide DHE fluorescence; hits give low values; superoxide response (% of plate mean), % at 10 µM; 330,000 compounds, 0.18% hits;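 active means superoxide response under a set limit, about three screen SD below normal, cut at about 65% in these data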;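 further: yeast aged for seven days with compound at 30 °C before DHE staining; 100% = average MFI of all compound-treated wells on the plate with controls excluded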
CIT2 TOR yeast: modulators of CIT2-GFP expression in yeast, primary screen, S. cerevisiae, GFP fusion, multiplex flow cytometry, MLPCN library. S. cerevisiae CIT2-GFP strain, 3 h; 100 means same as DMSO wells. GFP response vs DMSO, % at 10 µM. 320,000 compounds, 0.065% hits. AID 2029, 2009;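 active means GFP response relative to DMSO above a set limit, near the screen mean plus 3 SD, cut at about 150% in these data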;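 further: ratio of well median GFP fluorescence to mean of DMSO wells on the plate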
VLA-4 inh: inhibition in human VLA-4 binding assay, primary screen, VLA-4 allosteric modulator project, MLPCN library, flow cytometry, VLA-4 expressing cells | Integrin alpha-4 (Homo sapiens), P13612 | ligand binding flow cytometry | inhibition, % (about 7 µM as worked out from the volumes in the protocol) | 330,000 compounds, 0.2% hits; in the data active means inhibition above about 50%
AGP1-GFP MLPCN: modulators of AGP1-GFP expression in yeast TOR pathway, primary screen, cell-based, multiplex flow cytometry, S. cerevisiae, MLPCN library; GFP response vs DMSO, % at 10 µM; 320,000 compounds, 0.02% hits; 3 h; GFP as percent of DMSO wells; AID 2066, 2009;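 active means GFP response relative to DMSO above a set limit, near screen average plus 3 SD, cut at about 150% in these data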;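 further: median GFP channel fluorescence of the gated AGP1 strain per well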
BCLXL inh: inhibitors of human Bcl-xL, primary screen, biochemical, fluorescence polarization, HTS; Bcl-2-like protein 1 (Homo sapiens), Q07817; GST-Bcl-xL / FITC-Bim BH3 peptide fluorescence polarization; inhibition, % at 10.9 µM; 320,000 compounds, 0.7% hits; AID 2129, 2009;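 active means inhibition above the mean of all tested compounds plus 3 SD, cutoff set per campaign, cut at about 30% in these data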;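 further: 0% = DMSO wells and 100% = unlabeled Bim-BH3 peptide competitor; inhibitors lower millipolarization by displacing the labeled peptide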
GLD-1 RNA inh: GLD-1/TGE RNA complex disruptors, primary screen, biochemical, fluorescence polarization; Female germline-specific tumor suppressor gld-1 (Caenorhabditis elegans), Q17339; purified GLD-1 + fluorescein TGE RNA; inhibition, % at 5.96 µM; 320,000 compounds, 0.44% hits; AID 2280, 2010;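 active means percent inhibition above a per-plate cutoff, the plate mean of test compounds plus 3 SD, cut at about 30% in these data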;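 further: 0% = DMSO wells with GLD-1 and probe and 100% = wells lacking GLD-1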
Target sequence (Q17339 whole entry, looked up): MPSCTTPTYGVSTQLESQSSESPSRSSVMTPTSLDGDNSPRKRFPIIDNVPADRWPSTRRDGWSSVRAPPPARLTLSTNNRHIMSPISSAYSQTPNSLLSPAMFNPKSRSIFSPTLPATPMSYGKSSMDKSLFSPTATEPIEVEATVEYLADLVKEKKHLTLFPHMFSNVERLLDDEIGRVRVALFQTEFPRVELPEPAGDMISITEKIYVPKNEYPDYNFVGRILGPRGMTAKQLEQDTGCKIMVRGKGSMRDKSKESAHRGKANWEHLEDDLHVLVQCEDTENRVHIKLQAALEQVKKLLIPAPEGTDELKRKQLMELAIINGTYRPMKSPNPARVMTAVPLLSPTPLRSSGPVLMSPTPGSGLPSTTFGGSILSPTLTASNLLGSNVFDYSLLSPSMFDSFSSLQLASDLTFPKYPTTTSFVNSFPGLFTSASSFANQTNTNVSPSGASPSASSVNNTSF
GRK2 inh: compounds blocking aptamer binding on GRK2 – biochemical, human GRK2, bead flow cytometry, HTS, primary screen | Beta-adrenergic receptor kinase 1 (Homo sapiens), P25098 | 330,000 compounds, 0.59% hits | inhibition of aptamer binding, % at 10 µM | AID 488847, 2010 | FAM-aptamer displacement from GRK2;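 active means inhibition of aptamer binding above 40%, roughly 3 SD of noise, on plates passing a quality check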;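 further: median bead fluorescence of bound FAM aptamer so fluorescent compounds give negative values; no value below 0 was filed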
MEX-5 binding: MEX-5 zinc finger RNA-binding disruptors – biochemical, C. elegans, fluorescence polarization, MLPCN library, primary screen; MEX-5/FITC-TCR2 RNA binding; hits give low values; activity score (negative = inhibition of binding), % at 10 µM; 300,000 compounds, 0.38% hits; AID 1832, 2009;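 active means inhibition past about -25% in most replicates, and total fluorescence under double the plate's negative control median, limit read from the data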;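 further: 0% = DMSO and -100% = 5 µM competing unlabeled TCR2 RNA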
Target sequence (Q9XUB2 whole entry, looked up): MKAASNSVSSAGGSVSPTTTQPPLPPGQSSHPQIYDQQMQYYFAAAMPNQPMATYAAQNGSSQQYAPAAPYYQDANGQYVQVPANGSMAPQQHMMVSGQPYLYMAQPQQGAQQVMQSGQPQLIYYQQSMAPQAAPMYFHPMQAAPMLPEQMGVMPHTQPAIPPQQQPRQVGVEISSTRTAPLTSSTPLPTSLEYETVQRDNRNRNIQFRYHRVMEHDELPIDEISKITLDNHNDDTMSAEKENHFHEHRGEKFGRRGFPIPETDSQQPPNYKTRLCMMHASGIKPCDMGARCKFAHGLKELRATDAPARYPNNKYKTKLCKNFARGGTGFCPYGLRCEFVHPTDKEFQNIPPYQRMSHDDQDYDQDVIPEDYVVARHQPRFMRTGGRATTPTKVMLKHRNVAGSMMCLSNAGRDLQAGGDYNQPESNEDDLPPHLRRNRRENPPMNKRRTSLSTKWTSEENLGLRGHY
* hit, by the source's call; · = not tested or not shown.

SMILES | MCL1 BIM primary | CR mimetic SO | CIT2 TOR yeast | VLA-4 inh | AGP1-GFP MLPCN | BCLXL inh | GLD-1 RNA inh | GRK2 inh | MEX-5 binding
COCCn1c(=S)[nH]c2cc(C(=O)N3CCCC(C)C3)ccc2c1=O (centres undefined) | 0 | 91 | 100 | -5 | 106 | 3 | 3 | 0 | -2.4
Cc1cccc(C(=O)Nc2nnc(-c3cccnc3)o2)c1 | 2 | 125 | 108 | 31 | 105 | -4 | 13 | 2 | 1.5
Cc1ccc(-c2nc(CS(=O)CC(=O)NC3CCCCC3)c(C)o2)cc1 (centres undefined) | 4 | 76 | 99 | -5 | 96 | 5 | 0 | 0 | -3.2
CCc1cc2c(=O)nc3n(c2s1)Cc1ccccc1/C3=C(/O)c1ccccc1Cl | 15 | 112 | 84 | 1 | 82 | 20 | 7 | 0 | 0.6
CCc1cc(C(=O)Cc2cnn(-c3ccccc3)c2)c(O)cc1O | 4 | 96 | 106 | 16 | 102 | 3 | -4 | 0 | -0.4
O=C(Cc1ccc(S(=O)(=O)N2CCOCC2)s1)N1CCN(c2cccc(C(F)(F)F)c2)CC1 | -1 | 104 | 115 | 0 | 98 | 0 | 3 | 0 | 0.6
Cc1cccc(NC(=O)c2ccc3c(c2)C(=O)N(c2ccccn2)C3=O)c1C | 8 | 88 | 105 | -8 | 102 | 1 | 0 | 0 | -0.9
O=C(CC(NC(=O)c1ccccc1Cl)c1ccccc1)NC1=NCCS1 (centres undefined) | -11 | 90 | 114 | -7 | 102 | -15 | -3 | 1 | 0.0
COc1ccc(C(=O)Nc2cccc(-c3nc4ncccc4o3)c2C)cc1 | 4 | 100 | 89 | -2 | 89 | 2 | 1 | 2 | -1.6
O=C(CCc1ccc(Oc2cc([N+](=O)[O-])cc([N+](=O)[O-])c2)cc1)N1CCCCC1 | -3 | 97 | 84 | 0 | 90 | -2 | 5 | 2 | -0.2
CC(=O)OC(C(=O)NCc1ccc(F)cc1)c1ccccn1 (centres undefined) | 0 | 100 | 104 | -2 | 100 | 10 | 5 | 0 | 2.8
CC1(C)C(c2cccs2)=NC(c2ccccc2)N1O (centres undefined) | -5 | 95 | 107 | -3 | 71 | 0 | 2 | 0 | -1.1
CCn1nc(C)c(CNC(=O)c2cc(COc3ccccc3SC)on2)c1C | -1 | 115 | 103 | 0 | 105 | 2 | 8 | 2 | -1.9
COc1cc(C)nn1-c1ccc(Cl)cc1 | -6 | 130 | 91 | 5 | 93 | -2 | 3 | 2 | 2.5
N#CC1=C2SCN(Cc3ccccc3)CN2C(=O)CC1c1cccs1 (centres undefined) | 16 | 91 | 96 | -9 | 102 | 10 | 0 | 3 | -3.8
Cc1cc(C)cc(-n2ncc3c2CCCC3NC(=O)CCN2Cc3ccccc3C2=O)c1 (centres undefined) | · | 99 | 99 | 12 | 91 | · | · | · | 1.5
CC(=O)c1ccc(NC(=O)C2(c3ccccc3)CCOCC2)cc1 | 0 | 95 | 102 | 8 | 104 | 4 | -3 | 1 | 2.0
O=C(Cn1cnc2cc([N+](=O)[O-])ccc2c1=O)NC(c1ccccc1)c1ccccc1 | -5 | 95 | 115 | 2 | 111 | 6 | -5 | 0 | -0.7
COc1ccc(C(=O)C2CCN(C(=O)c3ccco3)CC2)cc1 | -10 | 77 | 103 | 0 | 99 | -3 | 2 | 0 | 0.2
CCCC(=O)C1=C(O)C(C(=O)OC)C(C)(C)CC1=NCCc1ccccc1 (centres undefined) | -10 | 97 | 117 | 5 | 107 | 0 | 2 | 0 | 2.9
COc1ccc2[nH]c3c(c2c1)CCN1C(=O)N([C@@H](C)C(=O)NCc2ccccc2OC)C(=O)[C@]31C | 0 | 107 | 94 | 19 | 101 | 6 | 4 | 1 | 1.5
CN(C)c1ccc(/C=C/C(=O)c2ccccc2)cc1[N+](=O)[O-] | 6 | 83 | 96 | 11 | 84 | 1 | -11 | 0 | -1.9
COc1ccccc1S(=O)(=O)Cc1ccc(C(=O)NCc2cccnc2)o1 | -4 | 94 | 99 | 10 | 100 | -1 | 10 | 0 | 0.3
CC(=O)c1cccc(NC(=O)C2CCN(S(=O)(=O)c3c(C)n[nH]c3C)CC2)c1 | 1 | 100 | 86 | 4 | 90 | 0 | 2 | 3 | 2.9
CC(OC(=O)CNC(=O)c1ccc(Cl)c(Cl)c1)C(=O)N1CCOCC1 (centres undefined) | -6 | 90 | 112 | -3 | 112 | -4 | 5 | 0 | 3.4
Cc1cc(NC(=O)CSc2nnc(C3CC3)n2C)no1 | 0 | 98 | · | 12 | 100 | -4 | -4 | 0 | -0.6
CC1CCCCN1C(=O)NC1CC(=O)N(c2ccc3c(c2)OCCO3)C1 (centres undefined) | 1 | 107 | 93 | 16 | 111 | 5 | 4 | 0 | 3.4
CC1=C(C(=O)OC(C)C)C(/C=C/c2ccccc2)NC(=O)N1 (centres undefined) | -1 | 106 | 99 | 4 | 117 | 0 | 5 | 0 | 0.1
CS(=O)(=O)N1CCC(C(=O)NCC2CCCO2)CC1 (centres undefined) | -2 | 104 | 101 | 4 | 102 | -2 | 6 | 0 | 1.5
CCCCCc1nnc(NC(=O)Cc2ccc([N+](=O)[O-])cc2)s1 | -5 | 126 | 101 | 1 | 100 | -6 | 5 | 0 | 2.2
O=C(NCCCN1CCOCC1)c1coc2ccccc2c1=O | -5 | 95 | 94 | -9 | 99 | 5 | 5 | 3 | -3.3
C[C@H](NS(=O)(=O)c1ccccc1)C(=O)N1CCN(C(c2ccccc2)c2ccccc2)CC1 | · | 102 | 100 | 1 | 99 | · | 3 | 0 | ·
COc1ccc(C(CC(=O)N2CCOCC2)C(C)C)cc1 (centres undefined) | 2 | 99 | 87 | 9 | 90 | 5 | 4 | 0 | -1.3
CC(=NCC1CCCO1)C1=C(O)CC(C)(C)CC1=O (centres undefined) | -7 | 102 | 105 | 8 | 103 | -4 | 5 | 0 | -1.2
Cc1ccc(NC(=O)c2cc(S(=O)(=O)N3CCOCC3)cn2C)cc1F | -2 | 106 | 99 | 17 | 96 | -2 | 0 | 1 | 0.1
Cc1ccc(N=Cc2sc(O)c3ccccc23)c(C)c1 | -49 | 96 | 98 | -21 | 106 | -17 | -136 | 1 | -31*
CCCN(CCC)S(=O)(=O)c1ccc(C(=O)N2CCCc3ccccc32)cc1 | 1 | 83 | 92 | -6 | 89 | 1 | 2 | 3 | -0.9
Cc1ccc(C2C(C(=O)c3cc4ccccc4o3)=C(O)C(=O)N2CCN2CCOCC2)o1 (centres undefined) | 9 | 109 | 102 | -8 | 102 | 15 | 8 | 2 | -1.9
COc1ccc(N2C(=O)c3cccc4cc(Br)cc(c34)C2=O)cc1 | 14 | 111 | 97 | -4 | 100 | 6 | 1 | 0 | 3.2
COc1ccc(NC(=O)c2ccc(Br)c(S(=O)(=O)N3CCOCC3)c2)cc1 | 3 | 101 | 108 | 0 | 109 | 7 | 4 | 1 | -0.6
C=CCn1c(SCC(=O)N2CCCCC2)nc(O)cc1=O | 3 | 99 | 100 | 7 | 103 | 1 | 8 | 2 | 1.6
O=C(c1ccc(F)cc1)N1CCN(c2ccc([N+](=O)[O-])c(N3CCOCC3)c2)CC1 | 0 | 100 | · | 21 | · | -2 | -5 | 0 | -0.2
O=C(Cc1cccs1)NCCc1ccc(F)cc1 | 14 | 100 | 109 | 0 | 103 | 8 | 3 | 2 | 1.9
Cc1ccc(NC(=O)Cc2ccc(F)cc2)cc1 | 8 | 102 | 103 | -19 | 107 | 1 | -2 | 1 | 0.2
CCOc1ccc(C(=O)Nc2cccc(C)n2)cc1 | 3 | 93 | 111 | -6 | · | 7 | -6 | 3 | -3.7

Part of the list above, set out differently:
Results follow in this order: MCL1 BIM primary | CR mimetic SO | CIT2 TOR yeast | VLA-4 inh | AGP1-GFP MLPCN | BCLXL inh | GLD-1 RNA inh | GRK2 inh | MEX-5 binding
CC(=NCC1CCCO1)C1=C(O)CC(C)(C)CC1=O (centres undefined)
→ -7 | 102 | 105 | 8 | 103 | -4 | 5 | 0 | -1.2
Cc1ccc(NC(=O)c2cc(S(=O)(=O)N3CCOCC3)cn2C)cc1F
→ -2 | 106 | 99 | 17 | 96 | -2 | 0 | 1 | 0.1
Cc1ccc(N=Cc2sc(O)c3ccccc23)c(C)c1
→ -49 | 96 | 98 | -21 | 106 | -17 | -136 | 1 | -31*
CCCN(CCC)S(=O)(=O)c1ccc(C(=O)N2CCCc3ccccc32)cc1
→ 1 | 83 | 92 | -6 | 89 | 1 | 2 | 3 | -0.9
Cc1ccc(C2C(C(=O)c3cc4ccccc4o3)=C(O)C(=O)N2CCN2CCOCC2)o1 (centres undefined)
→ 9 | 109 | 102 | -8 | 102 | 15 | 8 | 2 | -1.9
COc1ccc(N2C(=O)c3cccc4cc(Br)cc(c34)C2=O)cc1
→ 14 | 111 | 97 | -4 | 100 | 6 | 1 | 0 | 3.2
COc1ccc(NC(=O)c2ccc(Br)c(S(=O)(=O)N3CCOCC3)c2)cc1
→ 3 | 101 | 108 | 0 | 109 | 7 | 4 | 1 | -0.6
C=CCn1c(SCC(=O)N2CCCCC2)nc(O)cc1=O
→ 3 | 99 | 100 | 7 | 103 | 1 | 8 | 2 | 1.6
O=C(c1ccc(F)cc1)N1CCN(c2ccc([N+](=O)[O-])c(N3CCOCC3)c2)CC1
→ 0 | 100 | · | 21 | · | -2 | -5 | 0 | -0.2
O=C(Cc1cccs1)NCCc1ccc(F)cc1
→ 14 | 100 | 109 | 0 | 103 | 8 | 3 | 2 | 1.9
Cc1ccc(NC(=O)Cc2ccc(F)cc2)cc1
→ 8 | 102 | 103 | -19 | 107 | 1 | -2 | 1 | 0.2
CCOc1ccc(C(=O)Nc2cccc(C)n2)cc1
→ 3 | 93 | 111 | -6 | · | 7 | -6 | 3 | -3.7

(more compounds)
SMILES | MCL1 BIM primary | CR mimetic SO | CIT2 TOR yeast | VLA-4 inh | AGP1-GFP MLPCN | BCLXL inh | GLD-1 RNA inh | GRK2 inh | MEX-5 binding
CCNc1nc(NC(C)C)nc(N(C#N)C(C)C(=O)N(C)C)n1 (centres undefined) | -6 | 95 | 112 | -3 | 120 | 0 | 0 | 0 | -0.3
Cc1ccc(-c2cc(C(=O)NCCc3ccccn3)c3ccccc3n2)c(C)c1 | 0 | 78 | 96 | · | 108 | 0 | 6 | 0 | -0.6
Cc1c(NC(=O)CSc2nnc(N)s2)c(=O)n(-c2ccccc2)n1C | 7 | 89 | 101 | -4 | 100 | 3 | 4 | 1 | -1.1
COCCCN=C1NN=C(c2cc(C)n(Cc3ccccc3Cl)c2C)CS1 | 4 | 112 | 100 | 32 | 97 | 0 | 3 | 1 | 1.7

Outcome played no part in choosing rows; 2.1% or so of the library scored in one or more.
